Assay outcomes: PubChem, several laboratories
PG9 Ab binder = PG9 antibody binding by small molecule; TR-FRET gp120-PG9 antibody binding; inhibition, % at 6.7 µM; 360,000 tested, 0.43% active; AID 624416; in the data active = inhibition above about 8.5%
TCR CD3 inh = blocks the human TCR-CD3 interaction | TAMRA-labeled TCR probe fluorescence, biochemical | inhibition, % at 9.4 µM | 360,000 tested, 0.37% active; in the data active = inhibition above about 19%;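 note: recombinant mutant TCR 2C K166C tagged with TAMRA read by polarization; 0% = receptor in buffer alone and 100% = receptor with positive control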
Rev-erbA mod = modulates human Rev-erb alpha binding to DNA | Rev-erbα–FITC-DNA binding, fluorescence polarization, 90 min | activity, % at 10 µM | 370,000 tested, 0.79% active;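 active = activity above about 14%, limit read from the data; passing the limit was not always enough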;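 note: 0% = DMSO wells with 35 nM protein and 100% = DMSO wells with 750 nM protein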
HTRA1 inhibitor = inhibitors of human serine peptidase HTRA1. inhibition, % at 5.96 µM. Q92743. 340,000 tested, 0.5% active. recombinant HTRA1, FP-rhodamine activity-based probe, fluorescence polarization. AID 504803; in the data active = inhibition above about 36%;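 note: 0% = enzyme with DMSO and 100% = wells lacking enzyme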
mABHD4 FP = ABHD4 (mouse) inhibition, primary FP screen. Q8VD66. purified mABHD4, FP-Rh probe fluorescence polarization. inhibition, % at 8.92 µM. 370,000 tested, 0.54% active;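 active = inhibition exceeding the mean over every tested compound plus 3 SD, cut at about 30% in these data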;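 note: 0% = plate median of compound wells and 100% = S159A mutant with DMSO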
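Doses – 8.92 µM, single dose · Material – wild-type mouse ABHD4 protein · Replication – single well per compound (singlicate) · Measure – percent inhibition of probe binding, normalized to plate controls · Schedule – 45 min compound pre-incubation plus 60 min probe step, 25 °C · Detection – fluorescence polarization with parallel and perpendicular emission, 525/598 nm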
LEDGF integ inh = blocks HIV-1 LEDGF/p75-dependent DNA integration; TR-FRET IN-LEDGF/p75 DNA integration, Eu/Cy5; inhibition, % at 3.7 µM; 370,000 tested, 0.64% active; AID 743269;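 active = inhibition above the screen-wide mean plus 3 SD, cut at about 13% in these data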;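 note: signal is the Cy5 over europium emission ratio at 671 and 618 nm; 0% = plate median of compound wells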
PRMT1 FP inh = PRMT1 (human) inhibition, primary screen; 370,000 tested, 1.3% active; inhibition, % at 2.79 µM; recombinant PRMT1, activity-based probe fluorescence polarization; Q99873;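 active = inhibition above about 21% made by adding two undisclosed values, limit read from the data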
UHRF1 binding = blocks human UHRF1 binding to methylated DNA; Q96T88; UHRF1 binding to methylated oligo, TR-FRET; inhibition, % at 4.4 µM; 370,000 tested, 0.75% active; AID 687016; in the data active = inhibition above about 21%;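 note: UHRF1 SRA domain binding a hemimethylated CpG hairpin DNA probe; 0% = median of test compound wells and 100% = reference inhibitor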
Target sequence (Q96T88 whole entry, looked up, the tested form may be a part): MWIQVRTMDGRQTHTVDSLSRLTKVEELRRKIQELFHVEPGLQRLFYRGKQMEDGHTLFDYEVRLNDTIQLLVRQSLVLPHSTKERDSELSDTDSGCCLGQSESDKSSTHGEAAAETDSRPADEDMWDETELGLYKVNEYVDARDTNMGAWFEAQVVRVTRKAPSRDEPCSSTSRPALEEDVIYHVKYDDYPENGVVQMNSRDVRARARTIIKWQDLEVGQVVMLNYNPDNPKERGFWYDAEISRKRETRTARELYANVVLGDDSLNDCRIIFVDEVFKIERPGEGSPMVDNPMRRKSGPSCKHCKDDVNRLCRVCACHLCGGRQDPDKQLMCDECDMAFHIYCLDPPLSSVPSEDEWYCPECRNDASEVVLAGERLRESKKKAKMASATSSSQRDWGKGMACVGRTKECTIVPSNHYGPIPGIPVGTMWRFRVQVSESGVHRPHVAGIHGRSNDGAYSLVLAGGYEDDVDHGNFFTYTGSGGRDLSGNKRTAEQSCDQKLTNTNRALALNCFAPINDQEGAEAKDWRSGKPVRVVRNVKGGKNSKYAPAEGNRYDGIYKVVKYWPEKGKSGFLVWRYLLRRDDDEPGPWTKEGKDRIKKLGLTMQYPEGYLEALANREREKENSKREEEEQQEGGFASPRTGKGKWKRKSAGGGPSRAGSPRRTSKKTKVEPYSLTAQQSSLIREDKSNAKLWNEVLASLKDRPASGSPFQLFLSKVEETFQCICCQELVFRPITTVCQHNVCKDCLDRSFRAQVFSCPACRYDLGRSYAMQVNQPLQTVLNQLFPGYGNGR
rCAG RNA binder = binds r(CAG) RNA repeats; r(CAG) RNA repeat, TO-PRO-1 dye displacement fluorescence; inhibition, % at 3 µM; 370,000 tested, 1.3% active;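 active = inhibition above the plate cutoff, the mean of all test compounds on that plate plus 3 SD, cut at about 35% in these data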;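 note: 0% = DMSO alone and 100% = 100 µM mitoxantrone as full dye displacement; higher means more dye released from RNA so lower well fluorescence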
MBD2 DNA inh = inhibitors of human MBD2 binding to methylated oligonucleotide; 370,000 tested, 0.31% active; inhibition, % at 4.4 µM; AID 686964; TR-FRET; in the data active = inhibition above about 13%
The depositor's hits bear a star; . = not tested or not shown; & = joins results of further samples. A portion of the library; rates above refer to the full screens.

Under each structure – UHRF1 binding	PRMT1 FP inh	TCR CD3 inh	rCAG RNA binder	MBD2 DNA inh	Rev-erbA mod	PG9 Ab binder	HTRA1 inhibitor	mABHD4 FP	LEDGF integ inh
O=C(O)c1ccc2c(=O)n(-c3ccc(F)cc3)c(=S)[nH]c2c1
  -4	0	1	0	2	-7	1.0	5	-4	1
CCOC(=O)Cn1c(=O)oc2cc(S(=O)(=O)N3CCC(N4CCCCC4)CC3)ccc21
  -1	-5	8	1	2	2	0.3	0	-2	-1
CCCn1nc(NC(=O)C(C)(C)C)c2cc3cc(OC)ccc3nc21
  0	0	2	4	5	-8	-1.9	2	-2	-4
O=C(O)c1ccc(C=NNC(=O)c2ccccc2NS(=O)(=O)c2cccs2)cc1
  -3	-2	16	17	-2	-5	-2.5	5	-4	1
Cc1csc(Nc2ccc(Cl)cc2)[n+]1-c1ccc(Cl)cc1
  6	3	3	-2	5	3	-1.0	-22	-6	-4
Nc1nnnn1N=C1CCCCC1
  -2	-1	5	1	0	2	-0.5	4	-3	-2
CCCn1nc(C(=O)Nc2ccc3c(c2)OCCO3)c2ccccc2c1=O
  2	3	2	-1	5	5	-1.3	-7	4	-2
CCCC(C)NC(=O)COc1ccc(Sc2ccc(OCC(=O)NC(C)CCC)cc2)cc1 (stereo unspecified)
  6	1	3	-4	2	-1	0.3	-5	-3	-3
Cn1c(CSCc2ccccc2)nnc1SCC(=O)Nc1ccc(C(=O)O)cc1
  0	-1	1	4	0	-1	0.9	9	-2	-5
Cc1nn(CC(=O)Nc2ccc3c(c2)nc2n3CCN(C3CCCCC3)C2)c(=O)c2ccccc12
  -2	-4	7	14	0	-13	4.4	-2	-8	6
COc1cccc(CN(C(=O)c2cnccn2)C(C(=O)NC2CCCCC2)c2cc(OC)c(OC)c(OC)c2)c1 (stereo unspecified)
  1	1	4	-7	0	0	-1.9	1	0	-3
COc1ccc(N2Cc3ccccc3/C2=N\C(=O)Nc2ccccc2)cc1
  22*	-6	1	0	2	-4	-0.6	0	-7	3
Cc1cc(C)c2c(n1)nn1c(-n3ccnc3)cc(C)nc21
  3	5	5	4	2	0	0.0	4	-2	-1
CC1Cc2cc(/C(O)=C3/C(=O)C(=O)N(CCN4CCOCC4)C3c3cccc(Cl)c3)ccc2O1 (stereo unspecified)
  -3	2	0	14	1	-6	11*	0	0	0
Cc1ccccc1C(=O)NCC(=O)N1CCN(C/C=C/c2ccccc2)CC1
  0	-2	-1	-1	2	-2	0.7	0	5	-6
CC(=O)Nc1ccc(S(=O)(=O)N2C(C)CCCC2C)cc1 (stereo unspecified)
  1	6	2	3	-2	-4	-0.8	1	6	1
O=C(CN1CCCCC1)Nc1ccccc1Cl
  46*	5	-1	-1	11	1	1.2	-7	-8	-5
CCCCOCCCNC(=O)C[C@@H]1C[C@@]2(C(=O)OCC)CCCC=C2N(Cc2cccc3ccccc23)C1=O
  -3	0	2	3	-2	12	-0.9	.	-11	-2
CC(=O)Nc1ccc(C(=O)N2CCN(C(=O)c3ccco3)CC2)cc1
  -1	-1	-3	-4	-3	-2	0.6	-1	-1	0
Nc1nc(SCC(=O)OCc2ccccc2)[nH]c(=O)c1NC(=O)c1ccco1
  1	3	-2	2	0	-4	-1.6	1	-2	-4
CN(C(=O)c1ccc(Br)o1)C1CCCCC1
  3	0	7	-3	-5	-2	-1.7	1	8	-1
C[C@H]1[C@H](NC(=O)c2cccc(N(C)C)c2)CC[C@@]23CCCN2C(=O)CCC[C@@H]13
  0	0	.	.	-1	3	.	.	4	-3
Cc1nc(Cl)c2c(n1)NC(=O)CO2
  1	-5	1	1	-6	5	-2.6	.	1	5
Cc1ccc(NC(=O)C(=O)N2CCCC2)cc1Cl
  1	-1	9	-4	-3	2	-0.6	-2	1	-3
COc1ccc(N2C(=O)CC(N(CCc3ccccc3)C(=O)c3ccccc3)C2=O)cc1 (stereo unspecified)
  -1	1	6	-3	-4	2	1.2	-2	-2	-4
Cc1ccccc1CN1[C@@H](C)[C@H](c2ccccc2)Oc2cccc(NCCc3ccccc3)c2S1(=O)=O
  21*	-2	5	4	2	7	0.9	.	1	3
COc1ccc(/C=N/Nc2nncn2N)cc1Br
  7	6	2	4	-5	0	-3.5	7	3	70*
Cc1ccc(Cn2cc(/C=C/C(=O)O)c(-c3ccccc3)n2)cc1
  -2	-1	1	9	-3	0	-0.1	-2	-6	0
NC(CCc1ccccc1)c1csc(Nc2ccccn2)n1 (stereo unspecified)
  -1	-1	-2	12	3	-6	1.0	.	7	4
Cc1nc2ccc(S(=O)(=O)NCC(=O)NCCN3CCCCC3C)cc2s1 (stereo unspecified)
  3	0	-9	-1	-2	-4	-0.4	-2	-1	3
O=C(/C=C/c1ccc(OCCCF)cc1)Nc1ccnc(-c2cccnc2)n1
  0	-2	6	-2	-2	24*	8.3	0	-7	2
O=C(Nc1ccc(Cl)cn1)Nc1ccc(Cl)cn1
  0	-3	-5	2	0	-5	-1.2	6	0	-1
CC1(C)CC(CC(=O)Nc2ccccn2)C(=O)O1 (stereo unspecified)
  3	-3	4	-1	4	-3	-0.9	0	-3	1
O=[N+]([O-])c1cc(CN2CCN(c3ccccc3)CC2)c(O)c2ncccc12
  -12	-9	0	2	-6	5	-6.3	15	6	3
CC(Sc1ccccc1)C(=O)NN=C1CCCCCC1 (stereo unspecified)
  -4	-1	6	-2	-5	-4	0.7	-15	-6	-3
O=C(CC1SC(N2CCCC2)=NC1=O)Nc1ccc(C(=O)NCCOc2ccccc2F)cc1 (stereo unspecified)
  -1	-3	3	-2	2	-1	-0.6	-8	-2	-1
O=C(NCc1ccc(F)cc1)C1CCN(S(=O)(=O)c2ccc3c(c2)OCCCO3)CC1
  0	0	7	4	-4	-3	-0.9	-3	-3	1
N#CCOC(=O)c1sccc1-n1cccc1
  -3	-2	1	3	1	5	-0.1	18	6	1
CCCCN(C(=O)c1cccc(S(=O)(=O)N2CCCC2)c1)c1c(N)n(CCC)c(=O)[nH]c1=O
  15	-1	0	0	6	0	-2.6	6	2	2
O=C(COC(=O)c1cccc([N+](=O)[O-])c1)Nc1ccc(Cl)cn1
  -2	-9	-2	3	-4	7	-1.6	1	3	2
CCC1CCCCN1C(=O)n1ncc(C(O)(c2ccccc2)c2ccccc2)n1 (stereo unspecified)
  3&1	-5&-1	.	.	2&3	-7&0	.	.	13&14	0&-3
CN1CCN(C2CCN(S(=O)(=O)c3ccc(C(C)(C)C)cc3)CC2)CC1
  0	-2	6	-6	1	3	-1.1	-1	5	-3
COc1ccc(C(CNC(=O)C(C)(C)Oc2ccc(Cl)cc2)N2CCCCC2)cc1 (stereo unspecified)
  -3	-3	8	-11	-3	-4	-0.6	-4	9	0
CN(CCc1ccccn1)C(=O)Nc1cc(Cl)cc(Cl)c1
  -3	-1	-3	-2	1	1	1.5	0	0	3
O=C(CSCc1ccccc1)Nc1ccc(F)cc1F
  2	-1	6	-1	-4	-4	-1.2	-3	-4	4
CCOC(=O)c1cc2ccccc2n1CCN(CC)CC
  6	-2	-1	-10	5	-2	1.2	6	0	0
CCOC(=O)C(NC(C)=O)(OCc1ccccc1)C(F)(F)F (stereo unspecified)
  0	-1	5	-1	3	2	-1.6	5	-6	-2
CCC(C)c1ccc(NS(=O)(=O)c2c(C)[nH]c(=O)[nH]c2=O)cc1 (stereo unspecified)
  1	-6	-2	5	-3	4	0.5	-5	-1	-4
COc1ccc(OC)c(NS(=O)(=O)c2ccc(N3CCCC3=O)cc2)c1
  -2	1	8	-2	2	-2	-2.9	6	4	-1
COc1ccc(C2=NN(C(=O)CCC(=O)O)C(c3ccccc3OC)C2)cc1 (stereo unspecified)
  4	-1	-6	10	7	-4	-1.1	8	-6	5

Carrying on.
Under each structure – UHRF1 binding	PRMT1 FP inh	TCR CD3 inh	rCAG RNA binder	MBD2 DNA inh	Rev-erbA mod	PG9 Ab binder	HTRA1 inhibitor	mABHD4 FP	LEDGF integ inh
CC(=O)c1ccc(N2CCN(C(=O)c3ccc(Br)cc3)CC2)c(F)c1
  4	-2	-1	1	-4	1	-1.9	-3	-12	13
COc1cccc(CC2(CO)CCCN(Cc3c(C)cc(C)cc3-n3cccn3)C2)c1 (stereo unspecified)
  -1	-2	-11	-3	2	4	3.8	-4	-2	1
O=C1NC(c2ccc3ccccc3c2)Nc2ccccc21 (stereo unspecified)
  8	6	-2	1	7	12	0.1	-1	-11	-2
CCn1cc([N+](=O)[O-])c(=O)c2cc(F)c(N3CCOCC3)cc21
  1	-2	5	0	-3	-3	-2.2	3	2	1
Cc1cc(Br)ccc1NC(=O)CN(C)C(=O)CSCc1ccccc1
  0	-3	-2	1	-6	7	-3.8	-9	-4	2
Cc1ccccc1S(=O)(=O)Cc1ccc(C(=O)NCc2ccco2)o1
  -2	0	-2	-2	0	4	-0.3	0	-2	-1
O=C(Nc1nc(-c2ccco2)c(-c2ccco2)s1)C1CCC1
  7	35*	-5	37*	4	-11	-8.8	10	13	17*
Cc1csc(NC(=O)c2cncc(Br)c2)n1
  2	4	-6	1	-3	10	0.5	1	2	-4
COc1ccc(NC(=O)CSc2nnc(C)n2C2CCCCC2)cc1
  -1	-1	-1	-4	3	-5	-1.9	-3	3	0
O=C(OCC(O)COC(=O)c1cccnc1)c1cccnc1
  1	-1	10	-1	0	-4	-1.3	6	-4	3
COc1ccc(NC(=O)c2cc(C3CCCCN3S(C)(=O)=O)on2)c(C)c1 (stereo unspecified)
  3	-2	-11	1	3	0	-2.4	.	-1	1
CCn1c2ccc(OC)cc2c2nc3ccccc3nc21
  -3	8	-4	2	-1	5	-1.2	.	-3	1
CCCCN=c1sc(C(=O)OC)cc(=O)n1CCCC
  -7	1	2	-2	0	2	-0.7	-4	3	-1
O=C(COC(=O)COc1cccc(Br)c1)NCc1ccc2c(c1)OCO2
  -2	-1	0	6	1	-8	1.1	-3	0	-4
Cc1ccc(N2CCCC2=O)cc1S(=O)(=O)N1CCOCC1
  1	1	-1	-4	4	-3	-2.4	10	0	-1
CC(C)C[C@H]1COc2cc(NCCCN3CCOCC3)ccc2S(=O)(=O)N1
  12	0	1	2	-4	-3	-1.7	.	3	3
CCC(=O)Nc1ccc2c(c1)nc(CCN1CCN(c3ccccn3)CC1)n2C
  1	0	6	-7	-1	4	-1.6	-1	4	4
CCC(C)[C@H](NC(=O)Nc1ccc2c(c1)OCCO2)C(=O)OC (stereo partly specified)
  -2	0	7	2	4	-3	-0.8	-3	1	0
COc1ccc([C@@H]2C[C@H](c3ccccc3)Oc3cc(OC)c(OC)c(OC)c32)cc1
  -2	-3	9	0	-1	3	-1.3	-9	-10	2
CN(C)CCN1CCN(C2CN(Cc3ccc([N+](=O)[O-])cc3)S(=O)(=O)C2)CC1 (stereo unspecified)
  -5	0	-2	3	1	5	-0.6	.	1	-1
CC(/C=C/c1ccc2c(c1)OCO2)=N/NC(=O)c1cccnc1
  3	-3	-9	3	-3	3	-4.7	10	-3	-1
